Bioassay records deposited in PubChem by Sanford-Burnham Center for Chemical Genomics.
A3A deaminase: inhibitors of human APOBEC3A DNA deaminase; P31941; recombinant A3A, FAM/TAMRA ssDNA deamination fluorescence; inhibition, % at 20 µM; 0.41% of 330,000 active;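 active = at least 40% inhibition at 20 µM here, with at most 30% in a related deaminase screen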;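 also: plate controls were A3A with DMSO for no effect and wells lacking A3A enzyme for full effect; some results filed as inactive read as strong as hits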
Target sequence (P31941 whole entry, looked up): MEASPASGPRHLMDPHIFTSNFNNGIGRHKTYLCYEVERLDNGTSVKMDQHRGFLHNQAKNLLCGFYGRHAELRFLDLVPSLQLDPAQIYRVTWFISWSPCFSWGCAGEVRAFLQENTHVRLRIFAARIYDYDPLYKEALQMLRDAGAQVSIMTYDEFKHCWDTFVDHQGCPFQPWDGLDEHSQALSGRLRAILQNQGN
hIAP activ: increases human intestinal alkaline phosphatase activity; activation factor at 10 µM; P09923; purified human IAP, CDP-Star luminescence, 30 min; stronger effect = higher value; 1 = vehicle-only enzyme, 0 = enzyme-free background; 0.16% of 330,000 active; AID 2524;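 active = activation factor of the enzyme at least 2-fold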; also: the source names both 10 and 20 µM as test concentration; values of inactives mirror those of a sister screen read the other way
Target sequence (P09923 whole entry, looked up): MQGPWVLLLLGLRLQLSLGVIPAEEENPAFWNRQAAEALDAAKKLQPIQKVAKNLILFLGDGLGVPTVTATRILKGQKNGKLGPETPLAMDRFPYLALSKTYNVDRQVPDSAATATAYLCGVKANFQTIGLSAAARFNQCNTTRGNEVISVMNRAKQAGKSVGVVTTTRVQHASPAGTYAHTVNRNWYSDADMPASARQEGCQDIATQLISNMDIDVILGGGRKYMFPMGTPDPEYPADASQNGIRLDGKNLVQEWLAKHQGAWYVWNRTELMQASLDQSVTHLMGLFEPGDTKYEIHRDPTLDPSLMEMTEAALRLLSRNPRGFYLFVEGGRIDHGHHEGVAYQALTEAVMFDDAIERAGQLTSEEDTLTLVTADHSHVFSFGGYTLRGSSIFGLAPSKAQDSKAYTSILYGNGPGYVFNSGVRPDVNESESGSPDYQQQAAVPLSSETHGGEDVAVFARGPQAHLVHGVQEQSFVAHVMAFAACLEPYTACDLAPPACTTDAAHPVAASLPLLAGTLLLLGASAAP
PfGluPho inh: PfG6PD (Plasmodium falciparum) enzyme inhibition; 0.78% of 350,000 active; PfGluPho enzyme, NADPH resazurin-diaphorase fluorescence; inhibition, % at 20 µM;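 active = inhibition reaching at least a set limit at 20 µM in the primary screen, cut at about 59% in these data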;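 also: 0% = DMSO wells with substrate and 100% = DMSO wells lacking glucose-6-phosphate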
hIAP inh: human IAP inhibition. 0.12% of 330,000 active. inhibition, % at 10 µM. P09923. purified IAP, CDP-Star luminescence, 30 min. AID 2544;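 active = inhibition reaching a set limit with compound at 10 µM in the primary screen, cut at about 35% in these data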;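 also: plate controls were DMSO wells with enzyme for no effect and no-enzyme buffer wells for full effect; values of inactives mirror those of a sister screen read the other way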
mIAP inh: blocks mouse intestinal alkaline phosphatase | purified mouse IAP, CDP-Star luminescence, 30 min | inhibition, % at 10 µM | 0.2% of 330,000 active | AID 2806;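 active = inhibition of at least 40% at 10 µM in the primary screen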;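 also: plate controls were DMSO with enzyme for no effect and no enzyme wells for full effect; values of inactives mirror those of a sister screen read the other way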
HKDC1 inhibitor: inhibitors of human hexokinase HKDC1. Q2TB90. recombinant HKDC1, G6PDH/diaphorase resazurin coupled fluorescence. 0.16% of 340,000 active. inhibition, % at 20 µM;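 active = inhibition above about 35% when tested at 20 µM, limit read from the data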;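 also: plate controls were DMSO wells with enzyme for no effect and DMSO wells lacking enzyme for full effect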
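Assay system: recombinant HKDC1 hexokinase; detection: coupled resazurin fluorescence, excitation 525 nm, emission 613 nm; benchmarks: DMSO-plus-enzyme-mix negative control, buffer-substituted positive control; compound dosing: single 20 µM dose; schedule: 90 min at room temperature in dark; also added: glucose plus 1 mM ATP as hexokinase substrates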
ATG4B inhibitor: ATG4B (human) cysteine protease inhibition | ATG4B cleavage of LC3-PLA2, NBD-HPC fluorescence, 1 h | inhibition, % at 8.33 µM | Q9Y4P1 | 0.51% of 340,000 active; in the data active = inhibition above about 40%
Target sequence (Q9Y4P1 whole entry, looked up): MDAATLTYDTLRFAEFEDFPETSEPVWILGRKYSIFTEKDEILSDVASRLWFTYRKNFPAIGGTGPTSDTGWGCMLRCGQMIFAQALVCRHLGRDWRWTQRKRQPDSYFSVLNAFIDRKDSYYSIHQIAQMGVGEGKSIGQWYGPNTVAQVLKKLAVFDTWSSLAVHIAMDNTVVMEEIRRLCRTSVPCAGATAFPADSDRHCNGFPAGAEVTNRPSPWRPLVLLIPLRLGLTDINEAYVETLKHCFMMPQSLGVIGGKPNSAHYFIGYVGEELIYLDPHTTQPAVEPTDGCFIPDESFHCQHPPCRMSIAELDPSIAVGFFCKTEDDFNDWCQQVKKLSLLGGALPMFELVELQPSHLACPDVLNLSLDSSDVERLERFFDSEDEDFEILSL
mIAP act: mouse IAP activation. muIAP, CDP-Star luminescence, 30 min; stronger effect = higher value; 1 = vehicle-only enzyme signal, 0 = enzyme-free wells. activation factor at 10 µM. 0.24% of 330,000 active. AID 2805;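 active = activation factor of at least 2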; also: the source names both 10 and 20 µM as test concentration; values of inactives mirror those of a sister screen read the other way
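also added = chemiluminescent substrate CDP-Star | test system = mouse IAP enzyme | signal = chemiluminescence readout | compound = DMSO-dissolved test compounds | incubation = 30 min at room temperature | benchmarks = DMSO wells, no-enzyme wells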
The depositor's hits bear a star.

A first look, 2 compounds:
Screening CC(=O)NCC(=O)NC(C(=O)Nc1ccc2c(c1)OCCO2)c1ccccc1 (stereo not given) returned A3A deaminase 2, hIAP activ 0.98, PfGluPho inh 3, hIAP inh 2, mIAP inh -12, HKDC1 inhibitor -4, ATG4B inhibitor -6 and mIAP act 1.1.
Cc1onc(-c2ccccc2Cl)c1C(=O)Nc1cccc(-c2nc3ncccn3c2C)c1 was read as A3A deaminase -1, hIAP activ 0.97, PfGluPho inh 1, hIAP inh 3, mIAP inh 14, HKDC1 inhibitor -6, ATG4B inhibitor 0 and mIAP act 0.86.

The whole of this part, from the first entry:
Screening CC(=O)NCC(=O)NC(C(=O)Nc1ccc2c(c1)OCCO2)c1ccccc1 (stereo not given) returned A3A deaminase 2, hIAP activ 0.98, PfGluPho inh 3, hIAP inh 2, mIAP inh -12, HKDC1 inhibitor -4, ATG4B inhibitor -6 and mIAP act 1.1.
Cc1onc(-c2ccccc2Cl)c1C(=O)Nc1cccc(-c2nc3ncccn3c2C)c1 was read as A3A deaminase -1, hIAP activ 0.97, PfGluPho inh 1, hIAP inh 3, mIAP inh 14, HKDC1 inhibitor -6, ATG4B inhibitor 0 and mIAP act 0.86.
For CCOC(=O)c1nn(-c2ccccc2F)c2nc(-c3ccco3)c(C#N)c(=O)n12 the results were A3A deaminase 3, hIAP activ 0.86, PfGluPho inh -18, hIAP inh 14, mIAP inh 2, HKDC1 inhibitor -10, ATG4B inhibitor -2 and mIAP act 0.98.
`CCCCC(=O)Nc1ccccc1N1CCN(c2ccccc2)CC1` gave A3A deaminase -3, hIAP activ 1.1, PfGluPho inh -9, hIAP inh -9, mIAP inh -8, HKDC1 inhibitor -8, ATG4B inhibitor 3 and mIAP act 1.1.
`COc1ccc(O)c(CN2CCCC(N3CCN(c4ccccc4OC)CC3)C2)c1` (stereo not given) gave A3A deaminase -4, hIAP activ 0.93, PfGluPho inh 9, hIAP inh 7, mIAP inh 0, HKDC1 inhibitor -6, ATG4B inhibitor 5 and mIAP act 1.
Screening O=C(Nc1ccnn1C1CCN(Cc2ccc(OC(F)F)cc2)CC1)C1CCCC1 returned A3A deaminase 1, hIAP activ 1.1, PfGluPho inh 7, hIAP inh -5, mIAP inh -36, HKDC1 inhibitor -1, ATG4B inhibitor -10 and mIAP act 1.4.
For Cc1ccccc1N1C(=O)CC2(CCCC2)CC1=O the results were A3A deaminase 2, hIAP activ 1, PfGluPho inh 3, hIAP inh 0, mIAP inh -1, HKDC1 inhibitor -9, ATG4B inhibitor 0 and mIAP act 1.
Screening CCOC(=O)N1CCC(NC(=O)C(NS(=O)(=O)c2cccc3nsnc23)c2ccccc2)CC1 (stereo not given) returned A3A deaminase -4, hIAP activ 0.99, PfGluPho inh 0, hIAP inh 1, mIAP inh -4, HKDC1 inhibitor 2, ATG4B inhibitor -5 and mIAP act 1.
For COc1ccccc1/C=C/C(=O)NCC(=O)N/N=C/c1ccc(C)o1 the results were A3A deaminase -2, hIAP activ 1.2, PfGluPho inh -15, hIAP inh -22, mIAP inh 0, HKDC1 inhibitor -3, ATG4B inhibitor -1 and mIAP act 1.
`O=C(CNC(=O)c1ccc(Cl)cc1)c1ccccc1` gave A3A deaminase -3, hIAP activ 0.99, PfGluPho inh -2, hIAP inh 1, mIAP inh -4, HKDC1 inhibitor -6, ATG4B inhibitor -3 and mIAP act 1.
`COc1ccc(N2CCN(C(=S)NCc3ccc(C)cc3)CC2)cc1` gave A3A deaminase -6, hIAP activ 1.1, PfGluPho inh 14, hIAP inh -8, mIAP inh -8, HKDC1 inhibitor -11, ATG4B inhibitor -8 and mIAP act 1.1.
`CNNC(=S)NCCC1=CCCCC1` gave A3A deaminase -4, hIAP activ 1, PfGluPho inh 4, hIAP inh 0, mIAP inh -17, HKDC1 inhibitor -5, ATG4B inhibitor -10 and mIAP act 1.2.
For Cc1ccc(S(=O)(=O)NC(=O)NCc2ccccn2)cc1 the results were A3A deaminase -4, hIAP activ 0.91, PfGluPho inh -13, hIAP inh 10, mIAP inh -10, HKDC1 inhibitor -7, ATG4B inhibitor 0 and mIAP act 1.1.
CCOc1ccc(OCCOCCN2CCc3ccccc3C2)cc1 was read as A3A deaminase -2, hIAP activ 0.9, PfGluPho inh -4, hIAP inh 10, mIAP inh 16, HKDC1 inhibitor 1, ATG4B inhibitor -6 and mIAP act 0.84.
`O=C(CN1C(=O)NC2(CCCCC2)C1=O)NCCc1ccc(Cl)cc1Cl` gave A3A deaminase 2, hIAP activ 0.82, PfGluPho inh 7, hIAP inh 18, mIAP inh 2, HKDC1 inhibitor -8, ATG4B inhibitor -4 and mIAP act 0.98.
Screening O=C(O/N=C(\c1ccccc1)c1ccccn1)c1ccc(Cl)c(Cl)c1 returned A3A deaminase -2, hIAP activ 1, PfGluPho inh -6, hIAP inh -2, mIAP inh -1, HKDC1 inhibitor 5, ATG4B inhibitor -6 and mIAP act 1.
Screening CC1(C)CC2(CC(C)(C)NC(=O)N2)NC(=O)N1 returned A3A deaminase 0, hIAP activ 0.91, PfGluPho inh -7, hIAP inh 9, mIAP inh -2, HKDC1 inhibitor -6, ATG4B inhibitor -2 and mIAP act 1.
Screening NS(=O)(=O)c1ccc(NS(=O)(=O)c2ccc(NC(=O)c3ccc(-c4ccccc4)cc3)cc2)cc1 returned A3A deaminase -4, hIAP activ 1, PfGluPho inh -27, hIAP inh -3, mIAP inh 11, HKDC1 inhibitor 1, ATG4B inhibitor -12 and mIAP act 0.89.
`Cn1c(=O)n(C)c2cc(NC(=O)c3ccccc3[N+](=O)[O-])c(Br)cc21` gave A3A deaminase -4, hIAP activ 1.1, PfGluPho inh 3, hIAP inh -5, mIAP inh -9, HKDC1 inhibitor -3, ATG4B inhibitor -14 and mIAP act 1.1.
For CCn1c(O)c(N=Nc2ccc3ccccc3n2)c2ccccc21 the results were A3A deaminase 6, hIAP activ 0.89, PfGluPho inh 33, hIAP inh 11, mIAP inh 19, HKDC1 inhibitor 7, ATG4B inhibitor -9 and mIAP act 0.81.
CN(C)CCCn1c2c(c(SCC(=O)Nc3ccc4c(c3)OCO4)nc1=O)CCC2 was read as A3A deaminase -2, hIAP activ 0.98, PfGluPho inh -3, hIAP inh 2, mIAP inh 4, HKDC1 inhibitor -9, ATG4B inhibitor 9 and mIAP act 0.96.
COC(=O)Cc1ccc(NC(=S)N2CCCCC2C)cc1 (stereo not given) was read as A3A deaminase 0, hIAP activ 1, PfGluPho inh -2, hIAP inh 0, mIAP inh 5, HKDC1 inhibitor 4, ATG4B inhibitor 0 and mIAP act 0.95.
Screening CC(=O)c1cn(CC(=O)Nc2ccc(C)cc2)c2ccccc12 returned A3A deaminase -1, hIAP activ 0.91, PfGluPho inh -3, hIAP inh 9, mIAP inh 1, HKDC1 inhibitor -3, ATG4B inhibitor 6 and mIAP act 0.99.
Screening CCOc1ccc(N2C(=O)S/C(=C\c3ccc(O)c(OC)c3)C2=O)cc1 returned A3A deaminase -2, hIAP activ 0.82, PfGluPho inh 6, hIAP inh 18, mIAP inh 14, HKDC1 inhibitor -1, ATG4B inhibitor -7 and mIAP act 0.86.
`O=C(N/N=C/C=C/c1ccco1)c1cnccn1` gave A3A deaminase 34, hIAP activ 1.1, PfGluPho inh 44, hIAP inh -8, mIAP inh 19, HKDC1 inhibitor -2, ATG4B inhibitor -8 and mIAP act 0.81.
`CSCCC(NC(=O)c1ccc(Cl)cc1Cl)C(=O)OC1CCCCC1=O` (stereo not given) gave A3A deaminase -1, hIAP activ 1.1, PfGluPho inh -1, hIAP inh -12, mIAP inh 0, HKDC1 inhibitor -8, ATG4B inhibitor 3 and mIAP act 0.99.
`O=C(c1ccccc1[N+](=O)[O-])N1CCN(c2ccc(N3CCOCC3)nn2)CC1` gave A3A deaminase -2, hIAP activ 1, PfGluPho inh -21, hIAP inh -3, mIAP inh -1, HKDC1 inhibitor 4, ATG4B inhibitor 7 and mIAP act 1.
Screening O=C(NCc1ccc(C(F)(F)F)cc1)C1CC(c2ccccc2C(F)(F)F)=NO1 (stereo not given) returned A3A deaminase 1, hIAP activ 1.1, PfGluPho inh 16, hIAP inh -10, mIAP inh 4, HKDC1 inhibitor 0, ATG4B inhibitor 11 and mIAP act 0.95.
CC(=O)Nc1ccc(NC(=O)c2ccc(N(C)S(=O)(=O)c3ccc(C)cc3)cc2)cc1 was read as A3A deaminase -3, hIAP activ 1.1, PfGluPho inh 10, hIAP inh -5, mIAP inh 4, HKDC1 inhibitor -4, ATG4B inhibitor -2 and mIAP act 0.95.
Screening O=C(CN(Cc1ccco1)C(=O)c1ccc(F)cc1)Nc1ccccc1Br returned A3A deaminase -5, hIAP activ 0.79, PfGluPho inh 13, hIAP inh 21, mIAP inh -1, HKDC1 inhibitor 3, ATG4B inhibitor -12 and mIAP act 1.
`COc1cc(OC)cc(OC(=O)C2CCN(S(=O)(=O)c3ccc(OC)c(OC)c3)CC2)c1` gave A3A deaminase 1, hIAP activ 0.92, PfGluPho inh -15, hIAP inh 8, mIAP inh -2, HKDC1 inhibitor 0, ATG4B inhibitor -10 and mIAP act 1.
CCN(CC)CCN1C(=O)C(O)=C(C(C)=O)C1c1ccccc1[N+](=O)[O-] (stereo not given) was read as A3A deaminase -3, hIAP activ 1, PfGluPho inh -5, hIAP inh -3, mIAP inh 8, HKDC1 inhibitor 12, ATG4B inhibitor 7 and mIAP act 0.92.
`Cc1ccc(NC(=S)/N=C(\N)Nc2nc(C)c3cc(C)c(C)cc3n2)cc1C` gave A3A deaminase 2, hIAP activ 0.9, PfGluPho inh 2, hIAP inh 10, mIAP inh -4, HKDC1 inhibitor 19, ATG4B inhibitor -2 and mIAP act 1.
CCN(CC)CCCNC(=O)c1nn2c(C(F)(F)F)cc(-c3ccccc3)nc2c1Cl was read as A3A deaminase -2, hIAP activ 0.81, PfGluPho inh -9, hIAP inh 19, mIAP inh 14, HKDC1 inhibitor 5, ATG4B inhibitor 6 and mIAP act 0.86.
Screening Cc1onc(-c2ccccc2Cl)c1C(=O)N1CCCCC1C (stereo not given) returned A3A deaminase -4, hIAP activ 0.94, PfGluPho inh -8, hIAP inh 6, mIAP inh 0, HKDC1 inhibitor -6, ATG4B inhibitor -21 and mIAP act 1.
`CCN(CC)CC(=O)Nc1cc(N(C)C)nc2ccccc12` gave A3A deaminase 2, hIAP activ 1.1, PfGluPho inh 0, hIAP inh -11, mIAP inh 0, HKDC1 inhibitor -3, ATG4B inhibitor -1 and mIAP act 1.
`Cc1ccc(-n2c(C)nnc2SCC(=O)NNC(=O)c2ccco2)cc1` gave A3A deaminase 4, hIAP activ 1.5, PfGluPho inh 2, hIAP inh -46, mIAP inh 0, HKDC1 inhibitor -17, ATG4B inhibitor 9 and mIAP act 1.
COc1ccc(N(CC(=O)Nc2ccccc2Cl)S(=O)(=O)c2ccc(C)cc2)cc1OC was read as A3A deaminase -2, hIAP activ 0.84, PfGluPho inh 11, hIAP inh 16, mIAP inh 0, HKDC1 inhibitor 2, ATG4B inhibitor -14 and mIAP act 1.

A draw from above in order of count of non-hydrogen atoms, lowest first.
Screening Cc1onc(-c2ccccc2Cl)c1C(=O)N1CCCCC1C (stereo not given) returned A3A deaminase -4, hIAP activ 0.94, PfGluPho inh -8, hIAP inh 6, mIAP inh 0, HKDC1 inhibitor -6, ATG4B inhibitor -21 and mIAP act 1.
`Cc1ccc(NC(=S)/N=C(\N)Nc2nc(C)c3cc(C)c(C)cc3n2)cc1C` gave A3A deaminase 2, hIAP activ 0.9, PfGluPho inh 2, hIAP inh 10, mIAP inh -4, HKDC1 inhibitor 19, ATG4B inhibitor -2 and mIAP act 1.
`COc1cc(OC)cc(OC(=O)C2CCN(S(=O)(=O)c3ccc(OC)c(OC)c3)CC2)c1` gave A3A deaminase 1, hIAP activ 0.92, PfGluPho inh -15, hIAP inh 8, mIAP inh -2, HKDC1 inhibitor 0, ATG4B inhibitor -10 and mIAP act 1.
